# Assay outcomes as filed in PubChem BioAssay.
# EWS-Fli block: blocks EWS/Fli oncoprotein-driven transcription; 0.67% of 350,000 active; A673 NR0B1-luciferase reporter, viability-normalised; inhibition, % at 12.6 µM;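 active = mean inhibition of at least 50% after viability correction, with every replicate also passing that limit; inconclusive = mean reaches 50% but only one of two replicates passes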;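 also: firefly luciferase signal divided by Alamar Blue viability fluorescence both relative to DMSO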
# PGC1a acetyl inh: lowers PGC1a acetylation signal in U2OS cells; AlphaScreen anti-acetyl-lysine; with virally co-expressed GCN5 acetyltransferase; inhibition, % at 15.6 µM; 0.17% of 350,000 active; AID 651687;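 active = every replicate shows inhibition of at least 40%; inconclusive = mean inhibition at least 40% but some replicate below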;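 also: 0% = neutral control wells and 100% = positive control wells; some results beyond the cut were filed as inactive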
# Casp6 inh: inhibitors of human caspase-6; inhibition, % at 12.5 µM; purified caspase-6, Z-VEID-R110 cleavage fluorescence; 0.53% of 350,000 active;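 active = mean inhibition across replicates at least about 35%, with every replicate also reaching that limit, limit read from the data; inconclusive = only one of the two criteria met; inactive = neither criterion met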;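 also: 0% = median of neutral control wells and 100% = no fluorescence left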
# Target sequence (P55212 24-179 limits assumed): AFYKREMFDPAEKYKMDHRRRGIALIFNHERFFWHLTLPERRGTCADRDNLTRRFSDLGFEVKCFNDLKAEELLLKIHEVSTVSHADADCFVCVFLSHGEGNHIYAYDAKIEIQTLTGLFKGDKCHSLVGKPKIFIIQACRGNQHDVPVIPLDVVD
# Target sequence (P55212 194-293 limits assumed): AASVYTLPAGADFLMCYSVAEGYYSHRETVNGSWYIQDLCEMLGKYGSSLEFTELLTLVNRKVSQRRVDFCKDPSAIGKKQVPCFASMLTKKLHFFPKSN
# PAX8 reporter: lowers PAX8-driven luciferase in RMG-I cells; RMG-I TPO-luciferase reporter, SteadyGlo, 24 h; inhibition, % at 12.6 µM; 1.2% of 360,000 active; AID 652154;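 active = mean replicate inhibition at least 60% with every replicate also reaching 60%; inconclusive = only one of the two criteria is met; inactive = mean below 60% and not all replicates reaching 60%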;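 also: luciferase light reporting Pax8 driven TPO promoter activity; plate controls were median of neutral control wells for no effect and mitoxantrone controls for full effect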
# FN deposition inh: fibronectin deposition inhibition; inhibition, % at 12.6 µM; 0.086% of 350,000 active; AH1F fibroblasts, Alexa488-fibronectin deposition fluorescence, overnight;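 active = mean inhibition across replicates of 30% or more, regardless of how many single replicates reach that level; inconclusive = mean under 30% yet at least half of replicates reach 30%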;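 also: positive control wells lacked labelled fibronectin entirely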
#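 Assay system: AH1F fibroblasts / Quantity: 10000 cells per well / Medium: DMEM plus 2% serum, read in PBS / Reagent: labelled fibronectin 24 nM / Dosing: single dose, pinned / Times: 1 h cell attachment, overnight exposure to compound and label / Signal: fluorescence, ex 485 nm, em 525 nm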
# Cneo AK release: causes C. neoformans cell lysis; 0.2% of 360,000 active; adenylate kinase release luminescence, 4 h; normalised: neutral wells 0, clomiphene wells 100; lysis activity, % at 15 µM;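 active = mean lysis activity across replicates of at least 80%, whatever share of replicates individually reach that level; inactive = mean lysis activity below 80%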
#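 Test system: log-phase Cryptococcus neoformans yeast cells; Quantity: yeast cell density of 5 × 10^6 cells/mL; Buffer or medium: YPD; Doses: single compound concentration per well; Timing: 4 h at 37 °C static, read 1 h later; Measured by: AK luminescence; Read-out basis: lysis from increased AK signal; Control set: Clomiphene as positive control.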
# LGR2 antag: Drosophila LGR2 receptor signaling inhibition; HEK293 LGR2, CRE-luciferase, bursicon-stimulated, 4 h; inhibition, % at 9.99 µM; 0.35% of 380,000 active;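 active = drop in luminescence signal, shown as inhibition above about 50% in the replicate tests, limit read from the data, passing the limit was not always enough; inconclusive = probably only some replicates passing the limit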;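 also: agonist challenge used bursicon conditioned medium at about half maximal strength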
# miR122 inh: blocks miR-122 activity in Huh7 sensor cells. activation (reporter increase), % at 12.5 µM. 0.3% of 340,000 active. AID 602342. Huh7 miR-122 Renilla luciferase sensor, 48 h; neutral wells = 0, positive control = 100;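 active = mean replicate activation score at least 90 and every replicate individually at or above 90; inconclusive = only one of the two criteria met; inactive = neither criterion met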;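 also: higher luciferase means less miR-122 activity so hits act as miR-122 inhibitors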
# An asterisk follows results filed as active; ? = inconclusive; nt = no result given; [ ] = remark or other dose.
# The line under a structure holds: EWS-Fli block | PGC1a acetyl inh | Casp6 inh | PAX8 reporter | FN deposition inh | Cneo AK release | LGR2 antag | miR122 inh
(1) COc1ccc(-c2cc3nc(CCl)[nH]c(=O)c3s2)cc1
→ 35 | nt | 6 | 17 | -2 | -4 | 68* | -6
(2) NC(Cc1ccc(C(F)(F)F)cc1)c1csc(NC(=O)NCCc2ccccc2)n1 (configuration not stated)
→ ? | 6 | -3 | -47 | 4 | 1 | ? | nt
(3) CCOc1ccccc1NCc1cc(=O)oc2cc(C)ccc12
→ -11 | nt | -2 | 21 | -1 | 1 | 7 | 3
(4) COc1ccc(C2CC(c3ccccc3)=NN2C(=O)COC(=O)COc2ccccc2)cc1 (configuration not stated)
→ -9 | nt | -3 | -8 | -6 | nt | -43 | nt
(5) CC(C)CNC(=S)N(CCCN(C)C)Cc1cc2cc3c(cc2[nH]c1=O)OCCO3
→ 25 | -4 | -6 | 3 | 7 | -1 | -8 | -4
(6) Cc1ccc(/C=C/C(=O)Nc2cc(S(N)(=O)=O)ccc2O)cc1
→ -7 | nt | 1 | 19 | nt | nt | 7 | nt
(7) O=C(O)CCCCCN1C(=O)/C(=C\c2ccncc2)SC1=S
→ nt | nt | nt | 20 | 0 | nt | 4 | -4
(8) COc1ccc(/C=N/NC(=O)c2cc[n+]([O-])cc2)cc1
→ 1 | 15 | -1 | -12 | 5 | nt | 5 | 4
(9) CCOC(=O)N(C)c1c(CC)nc2c(OCc3ccccc3C(=O)OC)cccn12
→ 7 | -2 | nt | -2 | -2 | 1 | -16 | 15
(10) CCOC(=O)N1CCN(C(=O)c2cc(S(=O)(=O)N3CCc4ccccc43)ccc2OC)CC1
→ 4 | 2 | 6 | 25 | 3 | nt | 6 | 8
(11) Cc1ccc(S(=O)(=O)N2[C@@H](c3cccc4ccccc34)C(C(=O)O)=C[C@H]2C(C)(C)C)cc1
→ -5 | -1 | 4 | 1 | 2 | 0 | 6 | 27
(12) O=S(=O)(c1ccc(F)cc1)N1CCC(n2cnc3ccccc32)CC1
→ 0 | nt | -5 | 2 | -9 | -4 | 23 | nt
(13) COc1ccc(S(=O)(=O)NCCc2ccccc2)cc1
→ nt | -3 | nt | 8 | nt | 0 | nt | 63
(14) C[C@@H]1CCCCO[C@H](CN(C)S(=O)(=O)c2ccc(Cl)cc2)[C@@H](C)CN([C@H](C)CO)C(=O)c2cc(NC(=O)CCCCCC(=O)Nc3ccccc3N)ccc2O1
→ -41 | -8 | -2 | 10 | -17 | nt | -6 | nt
(15) COc1ccc(C(=O)n2c(-c3ccco3)nc3ccccc32)cc1
→ nt | -33 | nt | -32 | 6 | -2 | nt | 18
(16) Cc1cc(C)c2c(N)c(C(=O)c3ccccc3Cl)sc2n1
→ 1 | nt | 0 | -2 | -4 | 1 | 7 | 16
(17) O=C(Nc1cccc(O)c1)c1noc2c1CCCCC2
→ 44 | 5 | 2 | nt | nt | nt | 17 | nt
(18) O=C1Nc2ncccc2OC1CCO (configuration not stated)
→ nt | 1 | nt | 6 | -6 | 1 | nt | -6
(19) Cc1ccc(S(=O)(=O)/N=C(/c2ccccc2)N2CCOCC2)c(C)c1
→ 16 | -21 | 3 | 5 | -15 | nt | 15 | 5
(20) COc1ccc(-c2coc3c(C(=O)NC(C)C)cccc23)c(C)c1
→ 12 | -41 | 3 | -8 | -4 | -3 | 15 | 6
(21) COc1ccc(CCC(C)N2CCC(Oc3ccc(C(=O)N4CCCC4)cc3)CC2)cc1 (configuration not stated)
→ 12 | nt | -4 | 12 | -4 | 5 | -15 | 0
(22) C[C@H](CO)N1C[C@H](C)[C@@H](CN(C)C(=O)NC2CCCCC2)Oc2ccc(NC(=O)NC3CCCCC3)cc2CC1=O
→ -15 | 9 | nt | nt | nt | -3 | 2 | -2[16.7 µM]
(23) C=CC[N+](C)(C)CCCNC(=O)/C=N/O
→ -6 | nt | -146 | -23 | 5 | nt | 1 | nt
(24) COc1cc(S(=O)(=O)N2CCCC2)c(C)cc1C
→ -14 | nt | -1 | 3 | nt | -1 | -30 | -5
(25) O=C(NCCS(=O)(=O)NCc1ccccc1)c1ccccc1
→ -26 | -4 | 1 | 19 | 1 | 1 | 7 | 0
(26) COC(=O)c1ccc(CN2C(=O)NC(CC(C)C)C2=O)cc1 (configuration not stated)
→ 0 | nt | -3 | -22 | 6 | 0 | 4 | -2
(27) COC(=O)COn1c(-n2nc(C)cc2C)nc2ccccc2c1=O
→ nt | 12 | nt | -4 | nt | 0 | nt | 6
(28) CCC1OC2(C)OC(=N)C1(C#N)C(C#N)(C#N)C2c1ccccc1 (configuration not stated)
→ -6 | nt | 2 | -17 | -4 | nt | 9 | nt
(29) Cc1ccc(Cn2cc(CN3CC(N4CCSCC4)CS3(=O)=O)nn2)cc1 (configuration not stated)
→ 3 | nt | -3 | 19 | 5 | nt | -25 | nt
(30) CC(C)=CCN1CCN(Cc2cccn2-c2ccccn2)CC1CCO (configuration not stated)
→ 0 | -3 | 9 | -8 | 2 | 1 | 19 | -5
(31) CN(C(=O)COC(=O)Cc1ccccc1[N+](=O)[O-])C1CCS(=O)(=O)C1 (configuration not stated)
→ 0 | -1 | 0 | 3 | -3 | 3 | 10 | -1
(32) COc1ccc(C(CC(=O)N2CCCC2)c2ccc(F)cc2)cc1 (configuration not stated)
→ -6 | 3 | 0 | 2 | 5 | -2 | 3 | -2
(33) O=C(NCc1ccccc1)[C@H]1[C@H](CO)[C@H]2Cn3c(cccc3=O)[C@@H]1N2Cc1ccccn1
→ 2 | nt | -4 | 0 | nt | 0 | 11 | -1[16.7 µM]
(34) Cc1ccc(CNC(=O)c2ccc(N(C)S(=O)(=O)c3ccccc3)cc2)cc1
→ 6 | -6 | -6 | 9 | 0 | -1 | -8 | 7
(35) Cc1cc2oc(=O)cc(CN3CCN(c4ccc(Cl)c(Cl)c4)CC3)c2cc1Cl
→ 2 | -15 | 0 | -11 | 3 | 0 | 11 | -2
(36) CCOC(=O)C1CCN(c2c(N(C)Cc3ccco3)c(=O)c2=O)CC1
→ 9 | -10 | 1 | 8 | 20 | 4 | -19 | -4
(37) CN(C)S(=O)(=O)Oc1ccsc1C(=O)Nc1ccc(C(F)(F)F)cc1
→ 10 | nt | 3 | 29 | 9 | nt | 3 | nt
(38) CN(Cc1cnccn1)Cc1cn(Cc2ccccc2)nc1-c1ccc2c(c1)OCO2
→ -4 | nt | 1 | -1 | 4 | nt | -6 | nt
(39) O=C(N[C@H]1C=C[C@@H](CC(=O)N2CCCCC2)O[C@@H]1CO)c1ccccn1
→ 0 | 4 | 6 | 14 | nt | 1 | 21 | nt
(40) CCOc1ccc(CNC(=O)NS(=O)(=O)c2ccc(OC)cc2)cc1
→ nt | -2 | nt | nt | 13 | 1 | nt | -3

# Next compounds follow.
No. | Compound | EWS-Fli block | PGC1a acetyl inh | Casp6 inh | PAX8 reporter | FN deposition inh | Cneo AK release | LGR2 antag | miR122 inh
41 | C[C@H](CO)N1C[C@H](C)[C@@H](CN(C)C(=O)C2CCCCC2)Oc2cc(C#CC3CC3)ccc2S1(=O)=O | 2 | 2 | nt | nt | -10 | nt | 13 | 29[16.7 µM]
42 | O=C(C[C@H]1C=C[C@@H](NC(=O)CC2CC2)[C@H](CO)O1)NCc1ccc(-c2ccccc2)cc1 | -3 | -4 | 2 | -2 | -2 | -1 | -17 | -18[16.7 µM]
43 | COc1ccc(CN(C)C[C@@H]2OCCCC[C@@H](C)Oc3ccc(NS(=O)(=O)c4c(C)noc4C)cc3C(=O)N([C@@H](C)CO)C[C@H]2C)cc1 | -1 | 2 | nt | -33 | nt | 1 | 2 | 6[16.7 µM]
44 | CC(C)NC(=O)N(C)C[C@H]1OCCCC[C@H](C)Oc2ccc(N(C)C)cc2C(=O)N([C@@H](C)CO)C[C@H]1C | nt | 0 | 0 | -10 | 1 | 0 | 6 | 3[16.7 µM]
45 | O=C(CSc1nc2[nH]c(=O)cc(O)c2s1)Nc1nccs1 | 4 | 2 | 11 | 5 | 7 | -1 | -4 | -6
46 | O=C(O)C1C2CCC1C(O)C2 (configuration not stated) | -2 | nt | 6 | -22 | 6 | nt | -33 | nt
47 | S=C(NCc1ccccc1)N1CCN(c2ccccc2)CC1 | -6 | -4 | 8 | 9 | nt | nt | -15 | nt
48 | Cc1ccc(S(=O)(=O)NCC[C@H]2CC[C@@H](NC(=O)c3ccccn3)[C@H](CO)O2)cc1 | 7 | -3 | 1 | 16 | nt | -3 | 6 | nt
49 | Cc1nn(C)cc1NC(=O)C[C@@H]1CC[C@@H]2[C@@H](COc3ccc(NC(=O)C4CCOCC4)cc3C(=O)N2C)O1 | 3 | nt | 0 | -4 | 7 | 2 | -5 | nt
50 | C[C@@H]1CN([C@H](C)CO)C(=O)c2cc(-c3cncnc3)cnc2O[C@@H]1CN(C)Cc1ccc(F)cc1 | -3 | 2 | -4 | 3 | -5 | -2 | -17 | -6[16.7 µM]
51 | Cc1ccc(NC(=O)CCn2cccc2)cc1C | nt | 13 | nt | -24 | -8 | 0 | nt | 3
52 | COc1cccc(C(=O)Nc2cc(NC(=O)c3ccco3)ccc2OC)c1 | nt | -2 | nt | 2 | 0 | -1 | nt | -2
53 | Cc1ccc(Sc2ccc(NC(=O)c3ccc(F)cc3)cc2C#N)cc1 | -4 | nt | -2 | 3 | -3 | 2 | -23 | 3
54 | O=C(NCCCO)C(=O)NCc1ccncc1 | -2 | nt | -1 | -4 | -6 | nt | 17 | nt
55 | CCOC(=O)C1=CCN(S(=O)(=O)c2ccccc2Cl)C1c1ccc(Cl)cc1 (configuration not stated) | -2 | nt | 1 | 1 | 8 | nt | 5 | nt
56 | CC(=O)c1ccc(N2CCN(CC(=O)NCc3ccccc3)CC2)cc1 | -40 | -16 | -1 | -9 | 4 | 0 | -10 | 7
57 | Cn1c(=O)c2c(nc(CN3CCC(C(N)=O)CC3)n2Cc2ccccc2F)n(C)c1=O | nt | 11 | nt | nt | 0 | -1 | nt | -7
58 | Cc1ccc2ccc(C(Nc3ccccc3)c3ccc(Cl)cc3)c(O)c2n1 (configuration not stated) | 21 | nt | 0 | 53 | -3 | nt | -115 | nt
59 | O=C(NCC[C@@H]1CC[C@@H](NS(=O)(=O)c2cccc(F)c2)[C@H](CO)O1)C1CCCC1 | 10 | 2 | 0 | -6 | -6 | -4 | -10 | -7[16.7 µM]
60 | Cc1ccc2nc(-c3ccncc3)cc(C(=O)NCCc3ccc(F)cc3)c2c1 | 10 | 6 | -3 | -8 | 5 | nt | 1 | nt
61 | Nc1ncc([N+](=O)[O-])cc1S(=O)(=O)c1ccccc1 | -7 | 7 | -1 | -24 | 2 | 2 | -9 | -3
62 | CC(C)(C)c1ccc(C(=O)OCC(=O)Nc2cccc(S(=O)(=O)NC3=NCCC3)c2)cc1 | 1 | -4 | 2 | 7 | nt | -2 | 4 | 7
63 | COc1ccccc1N1CCN(C(=O)CSc2nnc3n2C(C)(C)Cc2ccccc2-3)CC1 | nt | -1 | nt | nt | -12 | -2 | 25 | -22
64 | CCOC(=O)CN1C(=O)C(=O)N(Cc2c(C)cc(C)cc2C)C1=O | 10 | nt | -2 | -13 | -5 | nt | 11 | nt
65 | CCOC(=O)C1CCN(C(=O)COc2ccc(Br)cc2)CC1 | nt | 31 | nt | -15 | 7 | -1 | nt | -2
